# Screening results: PubChem BioAssay, several laboratories
# hcDAF-12 act = H. contortus DAF-12 nuclear receptor activators, primary screen, cell-based, luminescence, HEK293, lit1-tk-luc reporter | HEK293 hcDAF-12 lit1-tk-luc reporter; 0% DMSO, 100% Δ7-dafachronic acid | activation, % at 6.8 µM | 370,000 tested, 1.4% active;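 active means activation above the mean of all tested compounds plus 3 SD, cut at about 5.5% in these data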;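 further: 100% = response to 3 µM Δ7-dafachronic acid high control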
# hgDAF-12 ag = H. glycines DAF-12 receptor agonists, primary screen, cell-based, luminescence, HEK293, GAL4 fusion, UAS-luciferase | Nuclear hormone receptor DAF-12 (Heterodera glycines), GAL4 fusion | HEK293 GAL4-hgDAF12 UAS-luciferase reporter, agonist luminescence; normalized to butyrate control | activation, % at 6.8 µM | 370,000 tested, 1.8% active;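 active means activation above a cutoff set at the mean of all screened compounds plus 3 SD, cut at about 10% in these data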;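 further: 0% = DMSO wells and 100% = sodium butyrate wells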
# FXN GAA850 act = FXN promoter activators, primary screen, cell-based, luciferase luminescence, HEK293 lucGAA850 | HEK293 lucGAA850 FXN promoter luciferase reporter, 24 h; percent of 10 µM SAHA response | activation, % at 6 µM | 360,000 tested, 0.56% active;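 active means activation above the average of all compounds screened plus 3 SD, cutoff fixed separately per campaign, cut at about 7.5% in these data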;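 further: 0% = DMSO wells and 100% = 10 µM SAHA wells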
# ADAM17 inh = ADAM17 inhibitors, primary screen, biochemical, QFRET. recombinant ADAM17, EDANS/DABCYL FRET peptide cleavage. Disintegrin and metalloproteinase domain-containing protein 17 (Homo sapiens), P78536. AID 720648, 2013. 370,000 tested, 0.83% active. inhibition, % at 6.95 µM;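 active means inhibition above the mean of compounds lying between control limits plus 3 SD, set per campaign, cut at about 8.5% in these data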;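 further: 0% = DMSO-only wells as the low control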
# GC-A act = GC-A stimulated cGMP production enhancers – HEK293 GC-A cells, cGMP TR-FRET, EC30 ANP, primary screen. activation, % at 10 µM. 370,000 tested, 0.14% active. Atrial natriuretic peptide receptor 1 (Homo sapiens), P16066. 0% at EC30 ANP, 100% saturating ANP; in the data active means activation above about 40%
# Target sequence (P16066 whole entry, looked up): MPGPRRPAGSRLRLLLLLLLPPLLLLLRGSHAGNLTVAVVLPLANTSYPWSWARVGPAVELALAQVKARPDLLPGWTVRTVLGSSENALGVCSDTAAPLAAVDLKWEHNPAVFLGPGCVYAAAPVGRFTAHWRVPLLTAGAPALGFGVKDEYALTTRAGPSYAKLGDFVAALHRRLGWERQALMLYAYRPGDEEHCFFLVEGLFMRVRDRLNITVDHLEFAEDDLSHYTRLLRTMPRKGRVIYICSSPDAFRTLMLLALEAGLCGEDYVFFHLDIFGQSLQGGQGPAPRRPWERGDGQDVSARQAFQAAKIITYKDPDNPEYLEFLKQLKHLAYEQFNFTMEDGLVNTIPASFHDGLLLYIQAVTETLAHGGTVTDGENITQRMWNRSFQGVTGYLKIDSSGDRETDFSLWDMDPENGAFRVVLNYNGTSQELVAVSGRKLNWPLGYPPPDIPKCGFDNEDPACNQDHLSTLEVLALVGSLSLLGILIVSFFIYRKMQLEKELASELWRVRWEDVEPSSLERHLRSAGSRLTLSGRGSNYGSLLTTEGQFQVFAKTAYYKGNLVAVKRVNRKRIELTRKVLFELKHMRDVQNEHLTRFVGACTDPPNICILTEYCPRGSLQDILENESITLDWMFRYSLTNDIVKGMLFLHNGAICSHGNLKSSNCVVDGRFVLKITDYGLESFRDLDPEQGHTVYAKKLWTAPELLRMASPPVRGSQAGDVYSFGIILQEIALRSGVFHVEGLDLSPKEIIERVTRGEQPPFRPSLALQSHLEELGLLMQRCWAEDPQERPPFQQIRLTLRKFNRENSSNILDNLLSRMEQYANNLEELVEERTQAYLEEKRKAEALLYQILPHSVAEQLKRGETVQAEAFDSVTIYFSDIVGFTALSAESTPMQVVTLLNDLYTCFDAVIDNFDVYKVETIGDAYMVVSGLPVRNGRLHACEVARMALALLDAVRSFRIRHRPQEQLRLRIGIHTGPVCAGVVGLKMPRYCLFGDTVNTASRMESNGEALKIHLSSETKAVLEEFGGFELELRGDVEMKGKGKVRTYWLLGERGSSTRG
# DAX1 inh-1 = DAX1 (NR0B1) inhibitors, primary screen, cell-based, HEK293, Gal4-DAX1, luciferase luminescence. AID 504766, 2011. HEK293 Gal4-DAX1 luciferase reporter. 340,000 tested, 0.99% active. inhibition, % at 6.75 µM. Nuclear receptor subfamily 0 group B member 1 (Homo sapiens), P51843;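 active means inhibition above the mean over all tested compounds plus 3 SD, cut at about 4.2% in these data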;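 further: 0% = DAX1-transfected cells with DMSO and 100% = empty-vector control cells with DMSO; inhibition shows as a rise in luminescence from relieved DAX1 repression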
# ADAM10 inh = human ADAM10 inhibitors, primary screen, biochemical, QFRET, HTS; Disintegrin and metalloproteinase domain-containing protein 10 (Homo sapiens), O14672; recombinant ADAM10, EDANS/DABCYL FRET peptide cleavage, 3 h; inhibition, % at 7 µM; 370,000 tested, 0.62% active; AID 720582, 2013;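 active means inhibition above a per-campaign cutoff equal to the mean of compounds falling between control-based bounds plus 3 SD, cut at about 20% in these data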;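 further: 0% = DMSO wells while the 100% control is not disclosed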
# DAX1 inh-2 = DAX1 (NR0B1) inhibitors on StAR promoter, primary screen, cell-based, luminescence, SF-1 (NR5A1), full-length DAX-1; HEK293T StAR-luciferase reporter, SF-1/DAX-1 repression relief; inhibition, % at 6.8 µM; 370,000 tested, 1.1% active; AID 652010, 2013;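 active means inhibition above the mean over all tested compounds plus 3 SD, cut at about 3.6% in these data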;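 further: 0% = DAX-1 cells with DMSO and 100% = cells lacking DAX-1 with DMSO; higher inhibition means more luminescence from relief of DAX-1 repression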
# ssDAF12 agonist = S. stercoralis DAF-12 nuclear receptor activators, primary screen, cell-based, luminescence, HEK293, GRIP1 co-expression, lit1-tk-luc | Nuclear hormone receptor DAF-12 (Strongyloides stercoralis) | HEK293 ssDAF-12/GRIP1 lit1-tk-luc reporter; % of 3 µM dafachronic acid response | activation, % at 6.8 µM | 370,000 tested, 1% active | AID 652126, 2013;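 active means activation above the mean over all tested compounds plus 3 SD, cut at about 0.9% in these data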;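 further: 0% = DMSO-only wells and 100% = 3 µM delta7-dafachronic acid wells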
# PG9 binder = binders of HIV-1 gp120 antibody PG9, primary screen, biochemical, TR-FRET | 360,000 tested, 0.43% active | TR-FRET gp120-PG9 antibody binding | AID 624416, 2012 | inhibition, % at 6.7 µM; in the data active means inhibition above about 8.5%
# SMARCA2 activ = SMARCA2 (BRM) function activators, primary screen, cell-based, luminescence, high throughput; AID 652017, 2013; 370,000 tested, 1% active; activation, % at 9.1 µM; MG213 cells, MMTV-luciferase reporter, dexamethasone, overnight; in the data active means activation above about 7.8%;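 further: 0% = vehicle wells and 100% = reference activator wells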
# Starred values were filed as active, the others as inactive; nt = not tested or not shown; & = joins results of further samples.
SMILES,hcDAF-12 act,hgDAF-12 ag,FXN GAA850 act,ADAM17 inh,GC-A act,DAX1 inh-1,ADAM10 inh,DAX1 inh-2,ssDAF12 agonist,PG9 binder,SMARCA2 activ
COC1=CC(=O)[C@@]2([C@@H]1O)[C@@H](Cl)C[C@]13C(OC)=C(OC)C(=O)C[C@]21CCN3C,-0.5,2.3,-0.7,-2,2,0.8,0,-0.5,-1.4,0.3,0
CSCCC1NC(=O)N(CC(=O)N2N=C(c3ccc(Cl)cc3)CC2c2ccco2)C1=O (stereo not given),-2.0,-2.5,3.4,-4,14,-0.6,2,-0.6,-1.4,-0.3,0
COc1cc(-c2nnc3n2CCCCC3)cc(OC)c1OC,-1.0,0.9,-0.3,2,3,0.3,-1,-0.1,-1.1,1.6,-3
O=C(c1ccc(F)cc1F)N(Cc1ccccn1)Cc1ccco1,0.2,0.5,0.2,-6,5,1.3,2,0.0,-1.4,0.1,-3
O=C(Nc1ccccc1C(=O)NCCCN1CCOCC1)c1ccc(F)cc1F,-1.0,-3.2,-1.2,1,1,-0.2,3,0.9,-0.8,0.5,-1
O=C1SC(c2ccccc2)=N/C1=C/c1ccco1,2.1,-1.1,1.7,-7,0,-0.1,-18,0.2,-0.5,0.6,-1
Cc1ccc(C)c(OCCC(=O)Nc2cc(S(=O)(=O)N3CCCCC3)ccc2C)c1,-1.2,-1.6,5.5,0,-1,-1.0,-8,-0.3,-1.2,0.4,-7
CC#CCCCC(=O)Nc1cc(OC)nc(OC)n1,-1.2,-0.4,1.1,-6,4,0.8,-14,0.2,-1.3,1.3,-2
Cc1cc(C)c2c(=O)n(CC(=O)NC3CCCC3)sc2n1,-0.8,0.5,2.9,-9,6,2.8,-28,-0.3,-1.4,-1.5,-2
Cc1ccccc1S(=O)(=O)Cc1ccc(C(=O)N(C)C2CCCCC2)o1,-2.0,-1.4,-0.9,-5,3,-0.1,1,-0.6,-0.9,0.8,3
NC(=O)c1ccc(NC(=O)COC(=O)c2n[nH]c3ccccc23)cc1,-0.6,-0.6,1.3,-2,2,-0.5,-15,0.0,-0.1,-2.1,-1
O=C(Nc1c(-c2ccccc2)[nH][nH]c1=O)c1ccccc1,1.3,-4.9,nt,-5,0,nt,-4,2.0,-0.8,-1.8,-3
O=C1c2ccccc2-c2onc3ccc(Oc4ccccc4)c1c23,3.3,0.7,32*,-5,18,-1.8,-7,-0.2,-0.7,1.2,0
C=CCSc1nc(C)c(CCC(C)C)c(=O)[nH]1,-1.6,-3.8,0.2,-2,2,-0.7,1,0.2,-1.5,-1.2,4
CCOc1ccc(/C=N/N2C(C)CCCC2C)cc1OC (stereo not given),-1.7,-1.8,0.9,-5,0,0.6,-5,0.0,-0.7,2.1,-3
CCOC(=O)COn1c(=O)c(=O)n(O)c2ccccc21,2.5,-1.2,1.1,-2,-2,-0.9,11,0.9,-0.1,0.2,1
COc1ccc(CCN(/C=C2\Sc3ccccc3C2=O)C(C)=O)cc1OC,3.5,1.1,3.0,-9,-3,nt,-11,0.0,-1.0,-7.6,4
O=C(NC12CC3CC(CC(C3)C1)C2)c1ccc(S(=O)(=O)N2CCOCC2)cc1,0.2,1.3,-0.7,2,4,0.7,9,0.2,-0.8,-1.1,-2
O=C(COc1ccc2ccccc2c1)Nc1ccc2c3c(cccc13)CC2,-0.7,1.0,2.1,-6,27,-0.6,1,0.5,-2.0,1.4,1
CC(C)CCn1c(=O)[nH]c2ccccc21,-1.8,-3.7,-0.7,-2,2,-1.8,-5,-0.1,-1.3,1.2,-4
COc1cc(C)ccc1OCc1cc(C(=O)N2CCN(C3CCCCC3)CC2)no1,3.2,11*,6.2,-2,2,1.3,2,5.7*,-0.5,-0.4,3
CN(C)c1ccc(/C=C/C(=O)c2cccc(Br)c2)cc1,-0.9,5.2,1.0,-2,12,0.7,0,0.5,-1.2,0.6,1
CCOc1ccccc1OCC(=O)NCCc1ccc(S(N)(=O)=O)cc1,-0.8,1.1,-0.9,4,-1,0.3,-1,1.3,-1.7,-3.4,-5
CC(C)[C@H]1/C(=C/C2CC2)N2C(=O)C[C@H](c3cccc(C(F)(F)F)c3)N=C2N1Cc1ccc2c(c1)OCO2,-2.1,-0.9,nt,1,1,nt,6,nt,-1.1,nt,nt
N/C(=N\OC(=O)COc1ccc(Cl)cc1Br)c1ccncc1,5.0,16*,4.1,-2,17,1.7,3,2.5,1.3*,0.0,5
Cc1ccc(-c2cc(C(=O)NCCc3ccc(S(N)(=O)=O)cc3)c3ccccc3n2)cc1,-1.5,2.4,0.6,-44,3,-0.6,-177,-0.6,-1.0,-0.6,-1
CCOC(=O)C1=C(C)NC(C)=C(C(=O)OCC)C1c1ccccn1,2.2&-2.5,-0.2&-1.5,-2.2&0.5,-25&-32,-4&-4,1.4&-0.6,-106&-95,1.1&-0.2,-0.9&-0.7,1.7&-1.3,-6&-2
CN1CCCN(S(=O)(=O)c2ccc(O)c(C(=O)O)c2)CC1,-0.5,1.4,1.8,-1,0,0.3,-3,0.1,-0.7,-1.4,-2
CCn1cc(C(=O)O)c(=O)c2cnc(N3CCN(C(=S)NC(=O)c4ccccc4)CC3)nc21,-2.1,-1.0,2.4,1,-2,2.7,0,0.8,-1.0,-0.5,-4
COc1ccccc1NC(=O)CCn1cccc1,-1.7,1.8,0.7,1,0,0.5,-3,0.0,-1.4,-0.6,3
COc1ccc(-c2cc3nc(C)cc(N)n3n2)cc1,15*,20*,-0.2,-22,-1,-3.1,-67,5.4*,2.4*,1.8,3
Nc1cc(N)nc(SCC(=O)NNC(=O)Cc2ccccc2)n1,-1.1,2.9,-0.3,-3,2,-0.1,-4,0.3,-1.3,-0.1,-1
O=C(COc1ccccc1F)NC12CC3CC(CC(C3)C1)C2,-2.5,2.5,-1.2,1,4,0.1,0,0.2,-1.8,1.4,2
COc1ccccc1NC(=O)CCCNC(=O)Cn1cnc2sc(C)c(C)c2c1=O,-2.1,1.9,-0.9,0,-1,-1.7,2,-0.2,-2.0,1.0,-3
COCCNS(=O)(=O)c1cc(OC)c(Cl)cc1Cl,-1.6,-1.4,nt,0,-1,nt,11,-0.4,-1.4,0.7,1
COc1ccccc1NS(=O)(=O)c1cccc(C(=O)OCc2nc3ccccc3s2)c1,5.6*,4.8,3.5,8,0,1.4,21*,1.0,2.7*,-1.5,-2
O=C1CSC(c2ccc([N+](=O)[O-])cc2)N1Cc1ccccc1 (stereo not given),-2.7,-1.7,0.8,-1,-4,0.8,-8,-0.1,-1.7,0.6,-3
OC(CNCc1ccccc1)(c1ccccc1)c1ccccc1,-0.8,-1.8,-1.1,-1,-51,0.4,1,0.8,-1.0,0.6,-2
Cc1cc(C(=O)CSc2nc(N)cc(=O)[nH]2)c(C)n1Cc1ccco1,-1.9,-2.2,1.8,-3,-1,-3.9,2,-1.3,-1.9,-1.2,-4
CC(C)(C)C(=O)N1CCN(c2ncccc2C(F)(F)F)CC1,-0.1,1.8,1.7,-2,5,1.3,2,0.1,-0.2,0.7,0
Cc1[nH]c2ccccc2c1C(=O)CN1CCSCC1,-0.5,1.1,-0.5,-5,0,-0.7,-1,-0.6,-0.7,2.1,1
Cc1ccc(NC(=O)C(=O)NCCCN2CCCC2=O)cc1,4.7,12*,6.1,-2,2,0.5,-1,6.5*,-0.3,0.0,5
COC(=O)c1ccccc1S(=O)(=O)Nc1ccc(OC)nc1,-0.9,-0.9,-1.1,-6,5,1.2,-3,-0.4,-0.9,0.1,0
Cc1ccc(NC(=S)N2CCC(NC(=O)c3ccc(F)cc3)CC2)cc1C,-0.4,-0.4,-2.0,0,-11,0.3,1,0.2,-1.4,-3.1,1
Cc1cc(C)nc(Nc2cc([N+](=O)[O-])ccc2C)n1,-0.8,-3.0,1.3,-3,-2,0.0,-28,-0.5,-1.2,0.3,-4
NNC(=O)C1c2ccccc2Oc2ccccc21,-0.2,-2.2,3.5,-1,0,0.7,3,-0.3,-0.9,-3.0,1
CC(=O)Nc1ccc2nc(NC(=O)CS(=O)(=O)c3ccc(F)cc3)sc2c1,0.8,2.5,-1.3,0,0,0.5,-19,-1.5,-2.0,-2.3,-1
Cc1ccc(S(=O)(=O)N2CCC(C(=O)N3CCN(Cc4ccccc4)CC3)CC2)cc1,-1.7,1.9,0.5,2,2,-2.5,6,-0.2,-1.2,-1.9,-2
CCC(C)(C)NC(=O)C(c1ccc(OC)cc1)N(C(=O)CCC(=O)Nc1cc(C)on1)c1ccc(OC)cc1OC (stereo not given),-2.0,-1.7,-0.5,2,-20,1.1,3,0.1,-0.7,-0.8,-3
O=C(Cn1cnc2ccccc2c1=O)NCCC(=O)Nc1ccc(F)cc1,1.0,0.4,-1.4,0,-1,0.7,10,0.4,-1.0,-2.4,-3
Cc1cc(C)cc(NC2=NC3(CCCCC3)N=C(N)N2)c1,0.5,2.5,0.2,-2,3,0.4,10,-0.6,-0.9,-0.2,0
NC(=O)c1cccc(NC(=O)Nc2ccc(Cl)cc2)c1,3.7,4.3,2.6,-2,1,0.1,3,1.0,-1.4,-0.8,0
CCN(CC(=O)Nc1cccc(C(C)=O)c1)S(=O)(=O)c1ccc(C)cc1,-1.9,-2.5,-0.9,-2,-2,-0.5,-5,-0.4,-1.4,-1.2,-2
COc1ccc(NC(=O)CC#N)cc1OC,-1.7,-1.9,-1.4,0,-1,1.0,5,-0.6,-1.0,-1.4,-1
COc1ccccc1N1CCN(/N=C\C(Br)=C\c2ccccc2)CC1,0.7,1.6,1.9,-2,6,-0.7,-2,-1.0,-1.2,-0.4,1
CC1(c2ccc(Cl)cc2Cl)NC(=O)N(CC(=O)NCCC2=CCCCC2)C1=O (stereo not given),1.0,-2.3,-1.8,-3,-2,1.0,-7,-3.3,-0.8,-0.1,-4
